Pf growth 48h – inhibits P. falciparum growth in the first generation, 48 h | hit rate 5.9% among 310,000 | P. falciparum luciferase growth in erythrocytes, 48 h | Potency, µM (highest dose often 28.7 µM), for inactives: at the top dose activity change, negative = inhibition, actives largely listed as inhibitors | AID 504832; further: potency means the concentration at half of the fitted maximal effect; on the % scale 0 is the no-effect control and ±100 the full control effect
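Luminescence readout; reporter = integrated firefly luciferase in P. falciparum. RBC culture at 2% hematocrit, 0.1% parasitemia final, 37 C/5% CO2; decreased signal taken as growth inhibition.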
Cycloheximide cs – affects cycloheximide protein synthesis inhibition readout, counter-screen; cell reporter, cycloheximide protein synthesis inhibition counterscreen; max response, %; hit rate 12% among 300,000; AID 2314; in the data active means max response mostly above about 13%, no sharp cut-off; inactive means mostly below about 14%; further: read at 38.3 µM for the half of the compounds with a filed dose; 0% is about no effect
Pf growth 96h – P. falciparum growth inhibition at 96 hours; hit rate 6.9% among 320,000; P. falciparum luciferase reporter growth, 96 h; Potency, µM (titrated, usually from 28.7 µM), for inactives: at the highest dose activity change, negative = inhibition, most hits filed as inhibitors; further: potency means the concentration at half of the fitted maximal effect; on the % scale 0 is the no-effect control and ±100 the full control effect
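96 h incubation, 37 C, 5% CO2, of luciferase-reporter P. falciparum-infected RBCs (2% hematocrit, 0.05% parasitemia final) with test compounds; endpoint luminescence.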
LmPK inhibitor – blocks Leishmania mexicana pyruvate kinase activity; Q27686; purified LmPK, Kinase-Glo ATP luminescence, 1 h; Potency, µM (series often up to 57.5 µM), for inactives: top-dose activity change, negative = inhibition, usual class: inhibitors; hit rate 0.37% among 290,000; further: potency means the concentration at half of the fitted maximal effect; on the % scale 0 is the no-effect control and ±100 the full control effect
Target sequence (Q27686 whole entry, looked up): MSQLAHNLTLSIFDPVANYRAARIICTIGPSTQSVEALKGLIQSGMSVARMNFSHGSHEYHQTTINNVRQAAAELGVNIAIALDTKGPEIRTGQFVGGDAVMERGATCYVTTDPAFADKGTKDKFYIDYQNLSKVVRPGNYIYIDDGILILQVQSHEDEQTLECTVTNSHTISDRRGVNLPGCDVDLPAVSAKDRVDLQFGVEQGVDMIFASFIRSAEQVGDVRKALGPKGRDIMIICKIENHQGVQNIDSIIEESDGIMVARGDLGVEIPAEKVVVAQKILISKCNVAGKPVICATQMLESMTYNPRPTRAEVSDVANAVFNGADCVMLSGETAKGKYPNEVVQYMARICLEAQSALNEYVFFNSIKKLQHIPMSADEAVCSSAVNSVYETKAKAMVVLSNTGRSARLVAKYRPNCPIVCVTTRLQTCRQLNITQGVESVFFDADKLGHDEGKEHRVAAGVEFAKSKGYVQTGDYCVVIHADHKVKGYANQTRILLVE
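Screened at intermediate enzyme activity to detect both inhibitors and activators: LmPK at 0.1 nM, with a 0.5 nM enzyme column as activation reference. PEP 0.5 mM, ADP 0.1 mM; ATP detected by luminescence after 1 h.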
Shiga inhibitor – Shiga toxin inhibition; AID 2315; inhibition, % at 38.7 µM; hit rate 9.2% among 290,000; Vero cells, Shiga toxin protein synthesis inhibition reporter; in the data active means inhibition mostly above about 28%, no sharp cut-off; inactive means mostly below about 43%; further: 0% is about no effect
TbPYK inhibitor – inhibitors of Trypanosoma brucei pyruvate kinase; Q57TT1; TbPYK enzyme, Kinase-Glo Plus ATP luminescence, 45 min; Potency, µM (highest dose often 76.8 µM), inactives show at the top dose activity, negative = inhibition, actives largely listed as inhibitors; hit rate 0.12% among 410,000; AID 624173; further: potency means the concentration at half of the fitted maximal effect; on the % scale 0 is the no-effect control and ±100 the full control effect; nearly all actives have a fitted effect of over 50% in size
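Readout: single end-point luminescence (Kinase-Glo Plus, 10 min). Reaction conditions were TbPYK/substrate plus 130 uM ADP, 45 min at RT, pH 7.2 TEA buffer. No-enzyme wells served as controls, and data were normalized before concentration-response fitting.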
AMA1-RON2 inh – inhibitors of Plasmodium falciparum AMA1-RON2 interaction; AlphaScreen AMA1-biotinylated RON2 peptide binding; Potency, µM (doses to about 58.2 µM), for inactives: top-dose activity change, negative = inhibition, usual class: inhibitors; hit rate 0.2% among 360,000;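 further: potency means the concentration at half of the fitted maximal effect; 0% = vehicle wells and -100% = peptide control; nearly all actives have a fitted effect of over 45% in size; some results filed as inactive show a strong effect at the top dose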
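AMA1 (3D7) with his tag at 25 nM final met compounds first, then biotinylated RON2 peptide at 25 nM; detection used donor plus acceptor beads, 10 µg/mL apiece, read by AlphaScreen after 30 min at room temperature.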
Numbers without * were called inactive; ? = inconclusive; . = not tested or not shown; & = joins results of further samples; [ ] = remark or other dose. Unless noted, the call rests on the fitted dose curve; in most records, active means well fitted curve in the direction sought with a large enough effect; inconclusive means small, poorly fitted or top-dose-only effect, or another doubt; inactive means no such curve, though single readings can be large; an effect the other way counts as inactive or inconclusive.

Structure,AMA1-RON2 inh,Pf growth 96h,LmPK inhibitor,Pf growth 48h,Cycloheximide cs,TbPYK inhibitor,Shiga inhibitor
C=CCOc1ccccc1CN1CCN(CCc2ccccc2)C(CCO)C1 (centres undefined),-10%,?,0%,?,-4,-7%,-4
COc1ccccc1CNc1nc(S(=O)(=O)c2ccccc2)c(Cl)s1,0%,?,5%,-19%,1,2%,-1
COc1ccccc1CC(=O)N1CCN(c2ccccn2)CC1,-7%,?,0%,18%,7,-4%,-1
COc1ccc(CNC(=O)CN(CC2CCCO2)C(=O)CNS(=O)(=O)c2ccccc2)cc1 (centres undefined),5%,-4%,-6%,-12%,2,-17%,-8
O=C(c1ccc2c(c1)ncn2C1CCCCC1)N1CCC2(CC1)OCCO2,-5%,-2%,-1%,37%[activator],-3,-3%,15
O=C(CN1N=C(C(F)(F)F)CC1(O)c1ccc([N+](=O)[O-])cc1)c1ccccc1 (centres undefined),?,-14%,4%,-24%,-3,-1%,-1
O=C(c1ccc(O)cc1)c1ccc(C(=O)c2ccc(O)cc2)cc1,-12%,?,10%&0%,?,7&7,5%,3&-9
CCn1c(=S)[nH]c2scc(-c3cccs3)c2c1=O,84%[activator],27%,-6%,-1%,-2,?,21
COc1ccc(-c2csc(Nc3ncccc3C)n2)cc1,-3%,-27%,?,101%[activator],-5,3%,-2
CCC(=O)Nc1ccc(C(=O)NCCCn2ccnc2)cc1,-10%,?,3%,12%,-1,-6%,24
O=C(CNC(=O)c1ccc(Cl)cc1Cl)OCC(=O)N1CCN(c2ccccc2)CC1,8%,-2%,-10%,8%,-3,-7%,-11
Cc1nc2ccc(-c3nc4ccccc4o3)cc2[nH]1,-3%,?,-15%,168%[activator],52*,-3%,68*
C=CCOC(=O)c1c(C)nc2cc3c(cc2c1C)OCO3,-4%,45%[activator],-2%,40%[activator],29*,-4%,69*
COC(=O)C1CSC(C(=O)OC)N1C(=O)Nc1ccc(Cl)cc1 (centres undefined),0%,47%[activator],1%,-6%,-2,-5%,-15
COc1ccc2oc(C(=O)OCC(=O)NCc3ccc(OC)c(OC)c3)c(C)c2c1,9%,1%,.,1%,.,-3%,.
CC1CC(C)C[N+](=C2C=C(N3CCCC3)CC(C)(C)C2)C1 (centres undefined),1%,?,0%,0.37µM*,-1,?,-7
Cc1cc(C(=O)Nc2ccncc2)c2ccccc2n1,-1%,13µM*,-1%,?,7,-6%,-9
Cc1cc(NC(=O)CS(=O)(=O)c2c[nH]c3ccccc23)no1,6%,0%,2%,2%,0,4%,2
CN(C)c1ccc(CN(C(=O)c2ccc(Cl)c([N+](=O)[O-])c2)C2CCS(=O)(=O)C2)cc1 (centres undefined),-18%,1%,7%,-10%,15,-3%,7
O=C(NC1CCCCC1)C(c1ccc(F)cc1)N(Cc1ccco1)C(=O)c1csnn1 (centres undefined),-3%,-15%,12%,?,-2,2%,-8

Full records from above. Values in the order: AMA1-RON2 inh | Pf growth 96h | LmPK inhibitor | Pf growth 48h | Cycloheximide cs | TbPYK inhibitor | Shiga inhibitor
COc1ccc2oc(C(=O)OCC(=O)NCc3ccc(OC)c(OC)c3)c(C)c2c1 in the list: 9% | 1% | . | 1% | . | -3% | .
CCn1c(=S)[nH]c2scc(-c3cccs3)c2c1=O in the list: 84%[activator] | 27% | -6% | -1% | -2 | ? | 21
COc1ccc(-c2csc(Nc3ncccc3C)n2)cc1 in the list: -3% | -27% | ? | 101%[activator] | -5 | 3% | -2
COc1ccccc1CNc1nc(S(=O)(=O)c2ccccc2)c(Cl)s1 in the list: 0% | ? | 5% | -19% | 1 | 2% | -1

Additional entries.
Structure,AMA1-RON2 inh,Pf growth 96h,LmPK inhibitor,Pf growth 48h,Cycloheximide cs,TbPYK inhibitor,Shiga inhibitor
COc1ccc(C)cc1NC(=O)CSc1nnc2ccc(-c3ccccn3)nn12,-23%,?,.,-6%,.,6%,.
Cc1sc(N)nc1-c1ccc2c(c1)OCCO2,-1%,?,0%,23%,17*,-2%,53*
CC(=O)Nc1ccc(NC(=O)CSc2nc(N)c(NC(=O)c3ccco3)c(=O)[nH]2)cc1,-2%,?,1%,?,-2,-2%,2
COc1ccc2[nH]c(C(=O)O)c(NC(=O)c3ccccc3[N+](=O)[O-])c2c1,0%,-4%,1%,1%,0,-6%,-2
COc1ccc(CCNC(=O)C(=O)NCc2cccs2)cc1OC,-2%,7%,6%,?,-3,7%,-8
CC(C)n1cc(NC(=O)COc2ccccc2Cl)cn1,18%,?,1%,32%[activator],10,5%,47
O=C(CCS(=O)(=O)c1ccc(F)cc1)Nc1nnc(-c2cccs2)o1,74%[activator],1%,.,?,.,10%,.
O=C(c1ccncc1)N1CCN(S(=O)(=O)c2cccc(C(F)(F)F)c2)CC1,-12%,5%,.,-6%,.,-3%,.
Cc1ccc(-c2nn(-c3ccccc3)cc2/C=N/n2c(-c3cccs3)n[nH]c2=S)cc1,80%[activator],?,1%,?,11,-20%,18
O=C(N/N=C/c1cccc2ccccc12)C(=O)N1CCCC1,6%,14%,5%,19%,0,2%,24
COc1cccc(OCc2cc(C(=O)N3CCN(C4CCCCC4)C(=O)C3)no2)c1,-1%,12%,6%,-14%,9,-1%,15
Cc1ccccc1CNC(=O)c1ccc(CSCc2ccccc2)cc1,11%,6.6µM*,7%,?,1,-10%,3
CC(C)c1cc(-c2cc(C(=O)NCc3ccccc3)on2)nc(NCC2CC2)n1,12%,1%,2%,?,-5,1%,-5
CC1(C)C2CCC(C2)C1(C)NC(=O)CNCC1CCCCC1 (centres undefined),-23%,22%,-2%,-27%,-2,3%,2
CCOC(=O)Cn1cnc2c(nnn2-c2cccc(OC)c2)c1=O,-12%,10%,5%,3%,19,-6%,4
Cc1cc(C)n(CCN(C)C(=O)C2CCC(=O)N(CCN3CCOCC3)C2)n1 (centres undefined),-7%,-10%,-5%,4%,-3,-2%,-36
COc1ccc(C2/C(=C(/O)c3ccc(F)cc3)C(=O)C(=O)N2CCCN2CCOCC2)cc1OC (centres undefined),-2%,?,4%,52%[activator],9,9%,-1
O=C(Nc1ccc(F)c(F)c1)c1ccc2c(c1)OCO2,-2%,2.3µM*,-22%,168%[activator],94*,-2%,100*
COc1cc(C2C(N3C(=O)c4ccccc4C3=O)C(=O)N2c2ccc(C)c(C)c2)cc(OC)c1OC (centres undefined),-18%,56%[activator],-1%,2%,-1,-11%,-3
COC(=O)CSc1nnc(CNc2nc(-c3ccccc3)cs2)n1C,15%,?,1%,?,11,-19%,11
CS(=O)(=O)c1ccc2nc(NC(=O)CCNC(=O)c3ccc(Cl)cc3)sc2c1,0%,4.1µM*,.,-40%,.,0%,.
O=c1[nH]c(=S)n(-c2ccccc2F)c(O)c1C=Nc1ccc(N2CCOCC2)cc1,31%[activator],?,-2%,15%,2,-4%,-2
COc1ccc(C(c2c[nH]c3ccccc23)c2c[nH]c3ccccc23)cc1O,.,?,17%,.,17,.,27
CCCCCCC(C)OC(=O)Nc1cccc2ccccc12 (centres undefined),44%[activator],-8%,1%,76%[activator],-1,1%,18
O=C1CC(c2ccc(Cl)cc2)CC(O)=C1C=NCc1ccc(Cl)c(Cl)c1 (centres undefined),-9%,.,3%,17%,-2,5%,-10
COc1cc(C(=O)NC(C)c2cnn(-c3ccccc3C)c2C)cc(OC)c1OC (centres undefined),2%,7%,-2%,?,15*,0%,41
C/C(CC(=O)NC1CCCCC1)=N\NC(=O)c1ccccn1,38%[activator],10%,-6%,80%[activator],39*,2%,64*
COc1ccc(CCN2C(=O)C3C4C=CC(C4)C3C2=O)cc1OC (centres undefined),-3%,.,3%,-4%,1,-17%,-10
COc1ccc(OC)c(C2C=C(C34CC5CC(CC(C5)C3)C4)NC(=S)N2)c1 (centres undefined),-20%,2.6µM*,2%,8.3µM*,0,-20%,-7
Cc1ccsc1C1C(C#N)=C(N)OC2=C1C(=O)CCC2 (centres undefined),-8%,?,-6%,2%,2,-4%,12
O=C1C2C(c3ccccc3)C=CC(c3ccccc3)C2C(=O)N1c1ccccn1 (centres undefined),9%,1.3µM*,1%,33%[activator],2,-9%,-7
CC(=O)Oc1ccc2c3c(c(=O)oc2c1C)CCCC3,4%,0%,6%,3%,7,2%,-13
COc1ccccc1C(=O)NCCn1cc(SCC(=O)Nc2nnc(C)s2)c2ccccc21,-25%,?,5%,?,-4,-1%,-8
COc1ccc(NC(=O)c2cc(S(=O)(=O)N3CCCC3)oc2C)cc1,-1%,13%,4%,-14%,13,-15%,2
O=C(Nc1ccc(Br)cc1)N1CCCCCCC1,2%,-3%,4%,29%,12,-6%,21
O=C1/C(=C/c2cccc(O)c2)SC(=S)N1CC1CCCO1 (centres undefined),-18%,-13%,4%,?,32*,1%,72*
CC(Oc1ccccc1)C(=O)N1CCN(c2ccc(N3CCCCCC3)nn2)CC1 (centres undefined),0%,10µM*,.,?,.,-20%,.
c1csc(CSc2nc3ccccc3s2)c1,78%[activator],?,-15%,171%[activator],34*,-12%,136*
COCCNC(=O)c1c[nH]n2c(=O)cc(C3CCN(C(=O)OC(C)(C)C)CC3)nc12,-4%,?,8%,.,0,2%,13
Cc1ccc(-c2nn(C)c(=O)c3ccccc23)cc1S(=O)(=O)N1CCOCC1,6%,?,-1%,-5%,-3,0%,8
NNc1cc(C(=O)O)ccc1Cl,9%,3%,0%,9%,-1,-21%,12
O=C(CN(Cc1ccco1)C(=O)CCC(=O)Nc1ccccn1)NCCc1ccccc1,-7%,-10%,-2%,-9%,-1,4%,-3
Cc1ccc(S(=O)(=O)N2CCN(Cc3ccco3)CC2)cc1C,-10%,16%,-5%,-12%,4,-2%,-13
O=C(NCC1CCCO1)c1cccc(Oc2ccc([N+](=O)[O-])cc2Cl)c1 (centres undefined),-11%,20%,1%,4%,4,2%,-9
CC(Nc1nc(N2CCOCC2)nc2ccccc12)c1ccccc1 (centres undefined),-3%,-24%,6%,?,-2,-20%,-7
Cc1ccc(-n2cccn2)c(CN2CCCC(CNC(=O)c3ccc(F)cc3)C2)c1 (centres undefined),7%,0%,3%,-28%,1,-6%,-7
COc1cccc(C=O)c1OCCN1C(=O)c2ccccc2C1=O,-4%,?,0%,41%[activator],0,-2%,11
COc1cc(Cl)ccc1OCc1cc(C(=O)N2C[C@@H]3CCC[C@H]2C3)no1,-11%,-20%,-12%,23%,60*,2%,145*
Clc1ccc(SCCCN2CCCCC2)cc1,-8%,?,4%,-16%,8,3%,4

Screening results (PubChem)
